# PKA-R1A activ: activators of PKA-R1A holoenzyme, primary screen, biochemical, fluorescence polarization, Cy5-IP20, bovine R1A, mouse PKAc. cAMP-dependent protein kinase type I-alpha regulatory subunit (Bos taurus) + …. PKA-R1A dissociation; scaled: DMSO 0%, 113 µM cGMP 100%. activation, % at 11.4 µM. 0.083% of 340,000 active;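 active = percent activation above the mean of all tested compounds plus 3 SD, cut at about 19% in these data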;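 note: higher means more PKAc released from R1A so a rise in polarization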
# OPRM1-OPRD1 ag: agonists of OPRM1-OPRD1 heterodimerization, primary screen, cell-based, luminescence. Mu-type opioid receptor (Homo sapiens) + Delta-type opioid receptor (Homo sapiens), …. cells. activation, % at 9.3 µM. 0.3% of 340,000 active. AID 504326, 2011; in the data active = activation above about 18%;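 note: 0% = vehicle-treated cells and 100% = reference agonist; values of inactives mirror those of a sister screen read the other way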
# Target sequence (P35372 whole entry, looked up): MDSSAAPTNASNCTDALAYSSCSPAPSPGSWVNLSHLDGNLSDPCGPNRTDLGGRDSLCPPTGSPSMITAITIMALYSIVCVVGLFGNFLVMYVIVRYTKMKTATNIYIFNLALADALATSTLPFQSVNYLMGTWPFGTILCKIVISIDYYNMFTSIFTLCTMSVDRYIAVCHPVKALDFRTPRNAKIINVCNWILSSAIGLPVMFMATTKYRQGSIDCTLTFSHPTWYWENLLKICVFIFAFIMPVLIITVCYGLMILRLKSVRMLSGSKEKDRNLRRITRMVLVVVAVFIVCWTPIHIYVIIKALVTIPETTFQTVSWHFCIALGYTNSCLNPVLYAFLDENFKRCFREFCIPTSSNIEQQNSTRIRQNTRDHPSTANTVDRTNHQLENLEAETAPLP
# Target sequence (P41143 whole entry, looked up): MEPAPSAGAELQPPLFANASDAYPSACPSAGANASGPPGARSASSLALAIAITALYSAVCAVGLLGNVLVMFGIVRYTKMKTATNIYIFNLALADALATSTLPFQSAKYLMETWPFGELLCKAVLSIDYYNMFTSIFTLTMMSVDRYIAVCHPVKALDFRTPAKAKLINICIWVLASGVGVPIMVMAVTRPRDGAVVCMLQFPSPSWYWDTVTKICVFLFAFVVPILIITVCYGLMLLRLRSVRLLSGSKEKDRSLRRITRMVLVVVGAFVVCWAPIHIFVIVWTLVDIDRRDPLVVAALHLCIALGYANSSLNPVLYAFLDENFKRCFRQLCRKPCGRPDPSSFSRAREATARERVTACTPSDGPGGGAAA
# Tat transport: E. coli Tat export inhibitors, primary screen, MC4100, TorA-mCherry reporter, fluorescence, single point; inhibition, % at 10 µM; 0.036% of 340,000 active;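 active = mean replicate inhibition at least 50% and at least half of replicates individually reaching 50%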;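 note: exported cargo escapes ClpAP degradation while cytoplasmic cargo is degraded and loses fluorescence; 0% = median of neutral control wells and 100% = median of NaSCN control wells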
# OPRM1-OPRD1 inv: inverse agonists of MOR-DOR heterodimerization, primary screen, cell-based, luminescence; cell-based MOR-DOR heterodimer luminescence, inverse agonism; Mu-type opioid receptor (Homo sapiens) + Delta-type opioid receptor (Homo sapiens), …; inhibition, % at 9.3 µM; 0.21% of 340,000 active; AID 504357, 2011; in the data active = inhibition above about 22%, passing the limit was not always enough;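 note: 0% = cells with DMSO and 100% = wells without cells with DMSO; values of inactives mirror those of a sister screen read the other way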
# SUMO Mot1 rescue: yeast Mot1-301 growth rescue at high temperature, primary screen, SUMOylation pathway inhibitor project, S. cerevisiae, ATP luminescence, 38.5C. S. cerevisiae Mot1-301 growth rescue; percent above DMSO median, 100 means doubled. growth rescue, % at 18.8 µM. 1% of 320,000 active;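 active = every valid replicate shows activation above 250% relative to neutral control wells; inactive = the rest, any valid replicate at or below 250%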;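 note: OY570 slx delta 5 strain wells were the positive control but not used for scaling; some compounds called inactive have numbers as strong as hits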
# DSG3 Ab inh: inhibitors of pemphigus antibody binding to DSG3, primary screen, biochemical, bead-based, flow cytometry, scFv-GFP. Desmoglein-3 (Homo sapiens), P32926. binding (percent of control), % at 10 µM. 0.48% of 310,000 active. DSG3-coupled beads, scFv-anti-DSG3-GFP binding; stronger effect = lower value. AID 588358, 2011;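 active = binding more than 3 SD below its plate's average and above zero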;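 note: hits lower antibody fragment binding to DSG3; some compounds called inactive have numbers as strong as hits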
# AddAB inh: growth inhibition of E. coli expressing H. pylori AddAB, primary screen, AddAB inhibitor project, absorbance; inhibition, % at 11.9 µM; 0.29% of 330,000 active; AID 435030, 2010; in the data active = inhibition above about 12%;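 note: 0% = vehicle wells of infected cells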
# phage Ecoli inh: growth loss of phage-infected E. coli, primary screen, RecBCD inhibitor project, absorbance, with phage, HTS | inhibition, % at 11.9 µM | 0.26% of 360,000 active; in the data active = inhibition above about 11%
# Arr AP2 block: inhibitors of beta-arrestin/AP2 binding, primary screen, biochemical, GPCR trafficking, flow cytometry; FITC-arrestin peptide / GST-AP2 beads; AP2 beta2 appendage carries R879A mutation; inhibition, % at 10 µM; 0.31% of 340,000 active;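 active = inhibition above a set limit, near 3 SD of compounds lacking own fluorescence, cut at about 54% in these data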;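 note: plate controls were DMSO wells for no effect and 5 µM unlabelled arrestin peptide for full effect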
#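 System: GST-AP2 R879A glutathione beads; medium: PBS, Tween 20 0.05%, BSA 0.1%; reagent: fluorescein-tagged arrestin peptide at 50 nM final; schedule: pre-incubation 12 min, peptide binding 1 h, room temperature; detection: flow cytometry, FL1 (488/535 nm); read-out: inhibition as reduced fluorescein signal on beads, percent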
# Ecoli viability: E. coli V3065 growth inhibition, primary screen, counter-screen for AddAB inhibitor project, absorbance, OD600; 18 h; inhibition, % at 11.9 µM; 0.27% of 330,000 active; AID 449728, 2010;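 active = inhibition above the campaign's mean inhibition across all tested compounds plus 3 SD, cut at about 9.9% in these data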;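 note: uninfected addAB+ strain grown without phage in ampicillin broth; 0% = DMSO wells and 100% = ciprofloxacin 0.95 µg/ml wells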
# PfHsp90 set2: growth inhibition of PfHsp90-expressing yeast, primary screen, antimalarial PfHsp90 inhibitor project, S. cerevisiae, BacTiter-Glo luminescence, single point, set 2; BacTiter-Glo ATP, 48 h; yeast lacking PDR1 and PDR3 efflux regulators; inhibition, % at 9.4 µM; 0.32% of 310,000 active;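 active = every replicate shows inhibition above about 80%, whatever the replicate mean, limit read from the data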;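 note: 0% = DMSO neutral controls and 100% = 20 µM radicicol positive controls; yeast relying on Plasmodium falciparum Hsp90 in place of its own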
# * hit, by the source's call; nt = not tested or not shown.
# Order of values – PKA-R1A activ, OPRM1-OPRD1 ag, Tat transport, OPRM1-OPRD1 inv, SUMO Mot1 rescue, DSG3 Ab inh, AddAB inh, phage Ecoli inh, Arr AP2 block, Ecoli viability, PfHsp90 set2
CC(=O)NCC(=O)OC(C)C(=O)Nc1ccc(C(C)=O)cc1 (stereo unspecified)
 : 0, 0.9, -16, -5, -3, nt, 0.3, 2.5, -3, 1.0, 18
COc1cc(CNCCc2ccccc2F)ccc1OCc1ccc(Cl)nc1
 : -10, 4.3, -4, -24, 506, 101, 2.1, 1.5, -3, 5.2, 17
CCN1C(=O)CSc2ccc(C(=O)NCc3ccc(OC)cc3)cc21
 : -9, -3.0, -4, 16, -9, 102, 0.8, -0.6, 3, 0.5, 0
CC1(C)CC(NC(=O)c2cccc([N+](=O)[O-])c2)CC(C)(C)N1
 : -14, -1.8, 1, 9, -7, 110, 2.3, 0.6, 6, -1.2, -16
COc1cc(C=O)ccc1OCc1cccc(Br)c1
 : -7, -1.1, 8, 6, 84, 121, 3.4, 1.6, -3, 1.6, -12
CCCn1c2ccccc2c2cnn(CC(=O)NC(C)CC)c(=O)c21 (stereo unspecified)
 : 9, -2.3, 5, 11, -3, 102, nt, 2.3, -13, nt, 10
CCOC(=O)CN(C(=O)COc1nc(C)cc(C)c1C#N)c1ccc(Cl)cc1
 : -1, -0.8, 3, 4, 5, 113, 0.0, -0.3, 1, 1.2, -22
COc1cc(/C=C2\SC(=O)N(CC(=O)Nc3cccc(C)c3)C2=O)ccc1OC(C)C(=O)O (stereo unspecified)
 : 3, -2.8, 6, 14, 27, 104, 1.6, 1.3, 10, 1.1, 6
Cc1c(O)ccc2c(CN3CCN(Cc4ccccc4)CC3)cc(=O)oc12
 : 5, -1.2, -10, 5, -14, 100, -2.9, 2.9, 9, -3.0, 27
O=C(C1CC(=O)N(c2ccc3c(c2)OCCO3)C1)N1CCN(S(=O)(=O)c2ccccc2F)CC1 (stereo unspecified)
 : 1, -2.8, 5, 10, nt, 105, nt, 2.3, -1, nt, -19
Cn1c(=O)cc(SCC(=O)NCC2COc3ccccc3O2)c2ccccc21 (stereo unspecified)
 : -2, -1.7, 12, 10, -14, nt, 2.9, 1.2, 4, 0.8, nt
COc1cccc(C(=O)NCC(=O)OCC(=O)NC2CCCCC2)c1
 : 2, -1.6, 1, 8, 0, 98, 1.3, -0.7, 13, -1.9, nt
O=C(c1ccc(F)cc1)N1CCCC(C(=O)N2CCCCC2)C1 (stereo unspecified)
 : -1, -3.6, -2, 18, 1, 106, 5.5, 0.8, 10, 2.5, -3
CCCCn1c(N)c(N(CC(C)C)C(=O)c2ccc(N3C(=O)c4ccccc4C3=O)cc2)c(=O)[nH]c1=O
 : -9, -2.6, -7, 14, 3, 106, 1.9, -0.3, 9, 1.0, -35
c1ccc(CCN(Cc2ccccc2)C2CCN(C3CCCC3)CC2)cc1
 : -9, -1.5, 1, 7, 10, 116, 1.2, 2.2, 4, 1.4, -1
O=C(NC1CCCC1)C(c1ccc(F)cc1)N(Cc1ccccc1)C(=O)c1csnn1 (stereo unspecified)
 : 6, 1.6, 7, -13, 54, 104, -0.2, -0.6, 1, -0.4, -13
CC(O)c1cccc(NC(=O)CCC(=O)O)c1 (stereo unspecified)
 : 5, -2.3, -6, 13, -2, 100, -0.3, 3.3, 14, 0.9, 16
Cc1c(C(=O)C(=O)N2c3ccccc3CC2C)c2ccccc2n1C (stereo unspecified)
 : 4, -3.1, -4, 15, -12, 108, 0.9, 3.4, 31, 0.8, -3
Cc1cccc(NC(=O)c2ccc3c(c2)OCCO3)c1C
 : 11, 0.3, -2, -2, -5, nt, 4.2, 1.4, 32, -0.3, -25
C[C@H]1COC(=O)[C@@H](Cc2ccc(F)cc2)CC/C=C/C[C@@H](CC(=O)N(CCO)Cc2ccccc2)C(=O)N1
 : 10, 2.2, 1, -13, 4, 80*, 1.6, 2.6, nt, -0.6, -8
c1ccc(Nc2nc(N3CCOCC3)nc(N3CCOCC3)n2)cc1
 : -6, 2.6, -11, -13, 777, 103, 5.4, 0.6, -6, 0.3, 14
CCOC(=O)c1c(C)[nH]c(C)c1S(=O)(=O)Nc1ccc(CN2CCCCC2)cc1
 : -2, -1.7, 0, 9, 7, 104, 1.0, 1.7, -9, -0.9, 6
CCc1cccc(CC)c1NC(=O)CSc1nc2ccc(N3C(=O)C4C(C3=O)[C@H]3C=C[C@@H]4C3)cc2s1 (stereo partly specified)
 : -22, -0.5, 3, 3, 1, 97, 0.3, 2.6, -7, -0.6, 35
CCCn1c(N)c(N2CCCCC2)c(=O)n(CC(=O)Nc2ccccc2)c1=O
 : 0, -0.1, -7, 0, 17, 84, 3.0, 3.4, 39, 0.3, -13
O=C(Nc1ccc(Br)cc1)c1ccc(F)c(S(=O)(=O)N2CCN(c3ccccn3)CC2)c1
 : -8, 8.5, -2, -44, -20, 96, 0.5, 2.4, 2, 0.8, 9
Cn1c(SCC(=O)Nc2nc3ccccc3s2)nnc1-c1ccccc1
 : -2, -1.9, 3, 11, -17, 95, 0.0, 2.2, 4, 1.5, 8
COc1cccc(CNC(=O)c2cc3c(C)nc4ccccc4c3o2)c1
 : 1, 1.0, -1, -5, 46, 129, 0.5, 1.5, 7, -0.6, 4
CCCCCNC(=O)Cn1c(=O)c2c(ncn2CC(C)C)n(Cc2ccccc2)c1=O
 : 8, 0.9, 7, -7, -5, 99, 0.3, -0.4, 0, 2.3, -14
C=CCn1cnc2c(nnn2-c2cc(C)cc(C)c2)c1=O
 : -20, 1.1, -11, -5, 3, nt, 0.2, 1.1, -17, 1.1, 15
CC(=O)Nc1ccc(S(=O)(=O)NNC2=NS(=O)(=O)c3ccccc32)cc1
 : -6, -1.0, -6, 6, -31, 83, 1.6, 1.8, 7, -0.6, 17
O=C(Nc1nnc(C2CCCO2)s1)c1ccc(Br)cc1 (stereo unspecified)
 : 2, -1.5, -9, 8, -4, 118, 1.5, 7.3, -9, 3.6, 4
Cn1cc(Cl)c(C(=O)OCC(=O)Nc2ccccc2)n1
 : -5, 0.1, -15, 0, 5, 103, 2.1, 0.9, 7, 1.0, nt
CC(=O)Oc1ccc(/C=c2\sc3ncnn3c2=O)cc1
 : 10, -1.0, -8, 5, 15, 107, 4.9, 0.5, 5, -1.4, 9
Nc1c2c(nc3ccccc13)N(c1ccccc1)CC2
 : -7, -1.7, -2, 8, -6, 101, 3.8, 1.4, -10, -2.0, -19
COc1ccc2cc(OC)c(C(=O)N3CCOCC3)cc2c1
 : -1, -1.1, -4, 8, -11, 94, 2.3, 4.5, -5, -1.1, 5
CN(CC(=O)Nc1ccc(Cl)c(C(F)(F)F)c1)C(=O)c1cnccn1
 : -8, 1.3, -9, -5, 0, 107, 1.0, 1.2, 2, 4.2, -1
Cc1ccc(NS(=O)(=O)c2ccccc2F)cc1S(=O)(=O)N1CCCCCC1
 : -2, -2.7, -1, 14, nt, 110, nt, 2.9, 7, nt, -2
Cc1c(O)ccc2c(CN3CCN(C/C=C/c4ccccc4)CC3)cc(=O)oc12
 : 0, -1.1, 1, 6, -4, 102, 1.1, 2.0, -8, 1.1, 9
CCN(CC)C(=O)c1ccc(N)cc1
 : -10, -0.7, -1, 4, 6, nt, -1.3, 2.5, 24, 3.2, -2
CCC1CCc2sc(C(=O)OCC(=O)N(CCOC)c3c(N)n(Cc4ccccc4)c(=O)[nH]c3=O)cc2C1 (stereo unspecified)
 : 5, -2.2, -2, 14, -2, 105, 3.0, 1.5, 0, -2.5, 5
O=C(COc1ccc(F)cc1Br)N1CCN(c2ncccn2)CC1
 : 1, -0.9, -3, 4, -12, 104, 1.9, 3.7, -1, 0.2, 42
COc1ccccc1NC(=O)Cn1cnc2sc(C(=O)Nc3ccc(OC)c(OC)c3)c(C)c2c1=O
 : -7, -2.1, -13, 11, -3, nt, 0.4, 0.8, 22, 0.9, 5
O=C1Nc2ccc3c(c2C1=Cc1cc2c(cc1Br)OCO2)OCO3
 : -7, -0.1, -7, 1, nt, 96, nt, 1.2, 2, nt, -16
CSc1nc2c(c(=O)n1-c1ccc(C)cc1)SCC2
 : -5, -1.8, 2, 10, -8, nt, 2.6, 3.2, 1, 4.3, nt
Cc1occc1C(=O)N/N=C/c1cccs1
 : -4, -1.6, -3, 9, -3, 106, 0.1, 0.4, 34, 0.1, 16
CN(C(=O)COc1ccccc1)c1nc(-c2ccc(F)cc2)cs1
 : -7, -2.7, 3, 14, -15, 97, 2.6, 2.5, 3, -1.3, 10
CC1CCCC(NC(=O)C2COc3ccccc3O2)C1C (stereo unspecified)
 : -2, -3.5, 9, 14, -3, 101, -1.3, -1.5, -11, -1.8, 27
CCC(=O)Nc1ccc(C(=O)CSc2nc3ccccc3[nH]2)cc1
 : -9, -2.0, -9, 9, -21, 98, -1.5, 4.2, nt, 1.5, -19
Cc1ccc(N2C(=O)N(CC(=O)Nc3cc(Cl)ccc3C)C(=O)C2C)cc1 (stereo unspecified)
 : -11, 1.2, 4, -8, -3, 102, -3.3, 0.9, -10, 1.4, 39
COc1ccc(C2CC23N=C(c2ccccc2)OC3=O)cc1 (stereo unspecified)
 : -8, -1.3, -9, 7, 33, 101, -0.2, 3.5, 26, 0.3, 7
C=CCSc1nc2c(cc1C#N)CCC2
 : -11, 0.6, 0, -3, -2, 95, 0.8, 0.9, -8, 0.7, nt
Cc1cccc2cc(CN(Cc3nnnn3Cc3ccccc3)C3CCCC3)c(=O)[nH]c12
 : -14, 9.8, 9, -56, -10, 102, -1.5, 0.9, -6, -1.4, -6
CC(C)COCc1ccc(O)c2ncccc12
 : 0, -0.7, 1, 3, 14, 102, 2.2, 5.0, -22, -5.7, 1
COc1cc(OC)c(S(=O)(=O)Nc2ccc(C(=O)O)cc2)cc1S(=O)(=O)Nc1ccc(C(=O)O)cc1
 : -18, -2.4, 8, 16, -10, nt, 1.2, -3.7, 0, -2.8, -39
O=C(c1ccc([N+](=O)[O-])cc1[N+](=O)[O-])N1CCCC1
 : 5, 6.0, -5, -28, nt, 97, 1.5, 0.6, 16, 2.3, 8
C=CC[C@@H](Cc1ccc(F)cc1)C(=O)OC[C@H]1CCCN1C(=O)[C@H](CC=C)CC(=O)N(CCO)Cc1ccccc1
 : -5, 1.7, 16, -8, nt, 88, 1.9, 2.1, -9, -2.3, 6

# Screening results from PubChem.
